Bioassay records: PubChem BioAssay, several laboratories
BoNT-A LC inh2 – BoNT/A light chain protease inhibitors, primary screen, biochemical, flow cytometry, MLPCN library; multiplex microsphere protease substrate cleavage; inhibition, % at 10 µM; hit rate 0.17% among 360,000; AID 588499, 2011; further: plate controls were buffer without enzyme for full effect and enzyme alone for no effect
Anthrax LF inh2 – Bacillus anthracis LF protease inhibitors, primary screen, biochemical, multiplex microsphere, MLPCN library; AID 588501, 2011; hit rate 0.12% among 360,000; inhibition, % at 10 µM; Lethal factor (Bacillus anthracis), P15917; multiplex microsphere protease cleavage assay; further: plate controls were buffer without enzyme for full effect and enzyme alone for no effect
Target sequence (P15917 whole entry, looked up): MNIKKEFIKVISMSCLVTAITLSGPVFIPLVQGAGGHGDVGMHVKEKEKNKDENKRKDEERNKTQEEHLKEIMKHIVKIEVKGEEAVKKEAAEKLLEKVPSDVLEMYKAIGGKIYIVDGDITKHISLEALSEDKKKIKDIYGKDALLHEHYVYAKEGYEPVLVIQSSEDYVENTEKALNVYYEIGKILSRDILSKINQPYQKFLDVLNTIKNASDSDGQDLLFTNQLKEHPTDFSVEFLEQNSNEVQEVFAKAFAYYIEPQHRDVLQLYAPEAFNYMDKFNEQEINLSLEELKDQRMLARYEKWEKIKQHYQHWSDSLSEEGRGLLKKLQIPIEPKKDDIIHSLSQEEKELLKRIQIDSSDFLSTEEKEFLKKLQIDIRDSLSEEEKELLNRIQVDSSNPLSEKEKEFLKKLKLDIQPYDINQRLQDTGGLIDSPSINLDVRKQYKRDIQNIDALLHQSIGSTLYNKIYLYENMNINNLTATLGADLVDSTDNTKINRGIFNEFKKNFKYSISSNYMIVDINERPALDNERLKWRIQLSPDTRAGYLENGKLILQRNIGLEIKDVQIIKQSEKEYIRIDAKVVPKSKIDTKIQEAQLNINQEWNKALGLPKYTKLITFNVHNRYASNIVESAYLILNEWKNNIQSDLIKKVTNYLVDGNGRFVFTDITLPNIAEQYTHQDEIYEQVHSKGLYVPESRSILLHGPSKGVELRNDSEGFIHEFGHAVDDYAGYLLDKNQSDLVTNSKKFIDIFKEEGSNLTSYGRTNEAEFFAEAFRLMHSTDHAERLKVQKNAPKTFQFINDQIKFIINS
BoNT F protease – BoNT/F light chain protease inhibitors, primary screen, biochemical, flow cytometry, MLPCN library; Botulinum neurotoxin type F light chain protease (Clostridium botulinum); Multiplex microsphere protease cleavage assay; inhibition, % at 10 µM; hit rate 0.22% among 360,000; AID 588497, 2011; in the data active means inhibition above about 35%, passing the limit was not always enough; inconclusive means no clear call, values can overlap the other calls; further: plate controls were buffer without enzyme for full effect and enzyme alone for no effect
3CLpro inhibitor – SARS-CoV 3CLpro protease inhibitors, primary screen, biochemical, quenched FRET; hit rate 0.14% among 290,000; Replicase polyprotein 1ab (Severe acute respiratory syndrome coronavirus), P0C6X7; recombinant SARS-CoV 3CLpro, quenched FRET peptide cleavage; AID 1706, 2009; inhibition, % at 6 µM; in the data active means inhibition above about 12%
PrPC TRFRET – inhibitors of human cell surface prion protein PrPC, primary screen, cell-based, TR-FRET; Major prion protein (Homo sapiens), P04156; TR-FRET read-out; inhibition, % at 13.8 µM; hit rate 0.43% among 370,000; AID 720596, 2013; in the data active means inhibition above about 24%; further: 0% = median of the test wells and 100% = reference compound wells
VHR inh abs – VHR1 phosphatase inhibitors, primary screen, biochemical, absorbance, uHTS. recombinant VHR phosphatase, pNPP absorbance. hit rate 0.52% among 290,000. AID 1654, 2009. Dual specificity protein phosphatase 3 (Homo sapiens), P51452. inhibition, % at 13.3 µM; in the data active means inhibition above about 50%; further: some compounds called inactive have numbers as strong as hits
Target sequence (P51452 whole entry, looked up): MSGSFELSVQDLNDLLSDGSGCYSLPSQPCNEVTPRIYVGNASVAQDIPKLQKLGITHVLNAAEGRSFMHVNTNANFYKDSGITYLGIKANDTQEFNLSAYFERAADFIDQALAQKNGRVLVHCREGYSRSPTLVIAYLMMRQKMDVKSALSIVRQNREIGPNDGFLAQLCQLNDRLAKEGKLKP
SSB-PriA inh – inhibitors of Klebsiella pneumoniae PriA binding to SSB C-terminal tail, primary screen, biochemical, AlphaScreen. inhibition, % at 33 µM. PriA–SSB C-terminal tail interaction (Klebsiella pneumoniae). hit rate 0.6% among 430,000. AID 1272365, 2023. AlphaScreen SSBct-PriA binding, biotinylated peptide; in the data active means inhibition mostly above about 37%, no sharp cut-off; inactive means mostly below about 20%;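 further: plate controls were negative control peptide for no effect and reference peptide for full effect; strong numbers were not always called active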
Rv3671c protease – Rv3671c serine protease inhibitors, primary screen, biochemical, fluorescence polarization, M. tuberculosis H37Rv; inhibition, % at 5.96 µM; hit rate 0.048% among 320,000; in the data active means inhibition above about 38%;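 further: extracellular domain of Rv3671c used as enzyme; 0% = enzyme with DMSO and 100% = no enzyme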
CCHFV vOTU inh – CCHFV vOTU protease inhibitors, primary screen, biochemical, Pep-AMC substrate, fluorescence; inhibition, % at 11.5 µM; hit rate 0.55% among 370,000; AID 651958, 2012; in the data active means inhibition above about 30%; further: 0% = vehicle wells with enzyme and 100% = no enzyme wells
MazEF act – activators of E. coli MazEF toxin-antitoxin RNase, primary screen, biochemical, fluorescence, uHTS; activation, % at 20 µM; AID 504720, 2011; Endoribonuclease toxin MazF (Escherichia coli (strain K12)), P0AE70; hit rate 0.32% among 350,000; FAM/BHQ RNA-DNA oligo cleavage fluorescence, 5 h; in the data active means activation above about 50%
Target sequence (P0AE70 whole entry, looked up): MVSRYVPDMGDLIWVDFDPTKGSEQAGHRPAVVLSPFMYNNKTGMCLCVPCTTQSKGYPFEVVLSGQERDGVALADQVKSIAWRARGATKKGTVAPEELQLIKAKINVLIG
An asterisk follows results filed as active; i = inactive; ? = inconclusive; . = not tested or not shown; & = joins results of further samples. Unless noted, no stated cut-off is given here; in the data, active means inhibition above about 30%; inconclusive means no clear call, values can overlap the other calls; inactive means below that. These rows are one share of the data; rates above refer to the full screens.

SMILES	BoNT-A LC inh2	Anthrax LF inh2	BoNT F protease	3CLpro inhibitor	PrPC TRFRET	VHR inh abs	SSB-PriA inh	Rv3671c protease	CCHFV vOTU inh	MazEF act
CC(=O)NC1=NN(C(C)=O)C2(CCCCC2)S1	0.4	1	0	2	-2	16	-1	-15	-13	3
CCOc1ccc(OCC)c(NC(=O)C2CCCN(S(=O)(=O)c3cccs3)C2)c1 (centres undefined)	-0.5	3	-17	-2	16	16	13	.	19	-5
COc1ccc(OC)c(-c2cc(C(=O)Nc3c(C)nn(Cc4ccc(Cl)cc4)c3C)no2)c1	0.1	-4	-2	7	-6	15	1	-22	-11	-12
COc1ccc(C)cc1-n1cnnn1	-0.9	4	0	6	8	29	-8	6	-11	2
Cn1c(CCNC(=O)c2ccco2)nc2cc(NS(=O)(=O)c3ccc(Cl)cc3)ccc21	-6.0	-2	-6	-7	-7	18	-15	-9	4	2
CN1CCC(=O)N([C@H](CSc2ccccc2)Cc2ccccc2)CC1	-0.5	-6	2	-4	2	17	-13	6	3	5
CN(C)c1nc(N)nc(Nc2ccccc2C#N)n1	-0.1	-3	14	2	-1	-2	-8	1	4	1
Cc1c(N=C2SCC(=O)N2/N=C/c2ccccc2Cl)c(=O)n(-c2ccccc2)n1C	-0.2	0	1	1	-3	-17	.	-1	11	5
Cc1ccc(S(=O)(=O)N2CCCC(C(=O)NC3CCCC3)C2)cc1Cl (centres undefined)	-2.3	-10	-31	-7	5	20	-5	-4	20	-2
COc1ccc(Cl)cc1NC(=S)N(Cc1cccnc1)Cc1ccco1	-1.1	-4	-4	2	-4	24	-3	3	-1	2
CC(C)NC(=O)Nc1ccc2c(c1)CC(=O)N([C@@H](C)CO)C[C@H](C)[C@@H](CN(C)C(=O)NC1CCCCC1)O2	0.1	-1	-9	.	-4	.	-13	2	25	13
Cn1cc(-c2ccccc2C(N)=O)c(=O)c2cc(Cl)ccc21	1.5	-3	-5	-2	-3	24	6	0	-7	10
COc1ccc(/C(C)=N/NC(=O)c2ccc(CSc3nncn3C)cc2)cc1	-0.3	-2	-3	-2	2	12	.	-2	-11	3
C/C(=N\OCc1ccccc1C#N)c1cc2ccccc2o1	0.3	2	1	0	6	27	.	1	-1	2
Cc1cc(=O)oc(C)c1C(=O)Nc1ccc2ncccc2c1	2.1	5	11	10	5	-10	1	-6	5	-62
Cc1ccccc1SCC(=O)OCC(=O)NCc1ccccc1	-0.3	-6	-1	.	4	.	-13	3	2	-1
COc1cccc(CN(C(=O)c2ccc([N+](=O)[O-])cc2)C2CCS(=O)(=O)C2)c1 (centres undefined)	-1.8	-6	-8	2	-18	15	4	4	21	4
CC(C)OC(=O)c1ccc(NC(=O)CSc2nc3ncccc3[nH]2)cc1	-1.0	4	-1	1	8	22	-7	7	1	2
Cc1ccccc1NC(=O)c1cccc2c1C(=O)N(C1CCCCC1)C2	0.1	0	10	1	-3	-2	11	3	-7	19
O=C1c2oc3ccccc3c(=O)c2C(c2ccc(O)cc2)N1c1nccs1 (centres undefined)	-0.5	-2	-3	0	-5	11	10	-1	5	-28
CCOC(C(=O)OCCC[N+](C)(CC)CC)(c1ccccc1)c1ccccc1	-0.9	-4	-4	1	-7	30	6	0	2	9
COc1ccccc1NC(=O)c1ccc(SCC(=O)NCc2ccccc2Cl)c([N+](=O)[O-])c1	0.1	-1	-2	-3	2	13	-6	3	23	-3
CC1CCN(C(=O)COC(=O)c2c[nH]c3ccccc23)CC1	1.0	-5	9	.	-3	.	-5	.	2	4
Cn1nnnc1SCC(=O)NC1CCCC1	0.5	-1	5	3	1	2	-2	8	10	5
O=S(=O)(c1cccc(-c2n[nH]c(=S)n2-c2ccccc2Cl)c1)N1CCOCC1	-0.1	7	14	.	4	.	-3	4	-9	7
SMILES	BoNT-A LC inh2	Anthrax LF inh2	BoNT F protease	3CLpro inhibitor	PrPC TRFRET	VHR inh abs	SSB-PriA inh	Rv3671c protease	CCHFV vOTU inh	MazEF act
CCOC(=O)C(C(=O)Cc1ccccc1)c1ccccc1 (centres undefined)	0.0	-1	5	.	7	.	-13	.	-6	12
CC(C)(C)c1cc(CCC(=O)N2CCC2)cc(C(C)(C)C)c1O	-0.3	-1	0	-1	21	-11	-5	-3	-5	3
O=S(=O)(NCCS(=O)(=O)N1CCN(c2ccc(F)cc2)CC1)c1ccc(F)cc1	-0.2	-5	0	.	8	.	.	.	12	-4
COc1cc(OC)cc(C(=O)NNC(=S)NC(=O)c2cccnc2)c1	-0.8	-1	0	1	5	-7	3	20	17	2
O=C(NCCN1CCOCC1)c1cccc(Cl)c1	6.6	-2	4	-5	-6	0	-11	-4	-3	4
CCOC(=O)C(C)Sc1nnc(NC(=O)c2ccc(C)c([N+](=O)[O-])c2)s1 (centres undefined)	-0.7	0	-5	4	-5	19	-3	7	13	-1
Cc1cc(CN2CCCC(CO)(Cc3cccc(Cl)c3)C2)n[nH]1 (centres undefined)	0.3	-1	3	2	0	18	-6	-4	-6	4
C=CCNC(=O)COC(=O)c1nc2nccc(C)n2n1	-0.6	-5	2	-2	2	14	-22	0	11	11
S=C(NC1CCCC1)N1CCN(C/C=C/c2ccccc2)CC1	-0.8	1	-1	-1	-5	10	-3	-5	4	-1
O=C(O)c1ccc(COc2ccc3c(c2)CCC3)cc1	-0.6	-8	-4	3	6	-3	0	-3	-6	6
Cc1cccc(C(=O)OC(C)CN2CCOCC2)c1 (centres undefined)	-0.3	-6	-1	4	-2	19	-4	0	-9	8
Cc1cc(C(=O)NNC(=S)NCC(C)C)cs1	-0.6	-1	-8	4	7	-5	-18	2	-8	-1
O=C(O)C1=NN(c2cc(Cl)c(S(=O)(=O)O)cc2Cl)C(=O)C1	-0.9	-4	-7	.	-3	.	-4	.	9	1
CCOC(=O)c1c(-c2cccc([N+](=O)[O-])c2)csc1NC(=O)CCCOc1ccccc1	-0.6	0	-4	-1	-1	13	-6	-13	11	-3
O=S(=O)(c1ccc2c(c1)OCCO2)N1CCN(Cc2ccccc2)CC1	-0.7	2	0	0	-7	-21	0	-1	-4	-10
C#CCN(C[C@H]1[C@H](OC(=O)Nc2c(C)noc2C)[C@H](OC(=O)Nc2c(C)noc2C)C[C@@H](C(=O)OC)[C@H]1C(=O)OC)S(=O)(=O)c1ccc(C)cc1	-0.7	-2	-3	.	-6	.	.	.	1	4
N#Cc1ccccc1OCC(=O)NC1CCCCC1	-0.4	7	1	.	-3	.	2	-2	3	8
NC(=O)c1cc(C(=O)c2ccc(Cl)cc2)c[nH]1	-0.5	-1	-4	0	-3	14	-13	9	3	7
CCCCC(=O)Nc1ccc2oc(-c3cccnc3)nc2c1	0.0	0	-8	3	3	10	-11	5	-35	5
Cc1ccc(-c2c[n+](Cc3ccc(Cl)c(Cl)c3)c3n2CCC3)cc1	-0.3	-2	-3	3	-3	5	-13	-1	8	19
Cc1ccc(NC(=O)Cn2nc(C)c3ccccc3c2=O)cc1	-0.3	-3	1	4	7	0	-7	11	-13	-2
Cc1ccc2c(c1)cc1c(=O)n(CC(=O)NCCN3CCCC3)nc(C)n12	-1.0	2	-6	2	.	32	-2	1	.	9
CC(CC(=O)Nc1ccc(S(=O)(=O)N2CCOCC2)cc1)c1ccccc1 (centres undefined)	-1.1	-1	0	2	2	21	-6	-10	1	-2
CC(=O)Nc1ccc2c(c1)n(C)c(=O)n2C	-0.2	2	0	-3	-1	-8	-11	0	6	6
CCOC(=O)c1sc2nc(SC)nc(-c3ccc(Cl)cc3)c2c1N	1.7	-3	15	-3	0	22	-5	0	-9	-32

An excerpt from above in order of heavy-atom count, ascending.
SMILES	BoNT-A LC inh2	Anthrax LF inh2	BoNT F protease	3CLpro inhibitor	PrPC TRFRET	VHR inh abs	SSB-PriA inh	Rv3671c protease	CCHFV vOTU inh	MazEF act
O=C(NCCN1CCOCC1)c1cccc(Cl)c1	6.6	-2	4	-5	-6	0	-11	-4	-3	4
Cc1cccc(C(=O)OC(C)CN2CCOCC2)c1 (centres undefined)	-0.3	-6	-1	4	-2	19	-4	0	-9	8
C=CCNC(=O)COC(=O)c1nc2nccc(C)n2n1	-0.6	-5	2	-2	2	14	-22	0	11	11
S=C(NC1CCCC1)N1CCN(C/C=C/c2ccccc2)CC1	-0.8	1	-1	-1	-5	10	-3	-5	4	-1

Continued:
SMILES	BoNT-A LC inh2	Anthrax LF inh2	BoNT F protease	3CLpro inhibitor	PrPC TRFRET	VHR inh abs	SSB-PriA inh	Rv3671c protease	CCHFV vOTU inh	MazEF act
COc1cc(NC(=O)Nc2nnc([C@@H]3C[C@H](O)[C@@H](CO)O3)s2)cc(OC)c1OC	0.1	-1	-1	.	-1	.	.	.	15	.
O=C(CN(c1cccc(C(F)(F)F)c1)S(=O)(=O)c1ccccc1)N1CCOCC1	-0.5	3	2	3	-2	10	-10	-6	12	11
Cc1ccc(-c2csc(=S)n2CC(=O)OCC(=O)NC(C)C(C)C)cc1 (centres undefined)	0.5	-2	0	7	-1	-3	-11	1	-4	0
c1ccc(CCNc2ccc3nncn3n2)cc1	-0.6	-5	-1	-5	6	20	-26	2	-1	7
O=C(Cn1nnc(-c2ccccc2Cl)n1)N1CCN(S(=O)(=O)c2ccc(Cl)cc2)CC1	-0.2	-6	-41	3	8	19	-4	-10	7	3
O=C(CN1CCCCCC1)Nc1ccc(Br)cc1Br	0.6	-5	2	1	7	27	-25	-9	5	-4
O=C(NC(=O)c1ccccc1)NC(=O)c1ccccc1	0.1	0	-1	4	-3	10	-3	3	10	3
CCCCNC(=O)Cc1cc(=O)[nH]c(=O)[nH]1	-0.6	-7	-8	-5	2	7	-12&-3	-10	6	3
CN1CCN(CC(O)COCc2ccc3c(c2)OCO3)CC1 (centres undefined)	0.4	-2	-5	3	0	6	-8	-3	-14	2
CCC/C(=C1/c2ccccc2C(=O)N1c1ccccc1)c1ccc2c(c1)OCO2	-0.4	-7	-4	.	-8	.	-13	-11	2	-8
COc1ccc(C(=O)OCC(=O)Nc2ccc(OC(F)F)cc2)c(OC)c1	1.0	3	2	-1	0	-28	-3	4	9	2
COc1ccc(NC(=O)N2CCc3ccccc3C2)c(OC)c1	-1.2	-6	-6	-2	6	32	-13	8	8	10
Cc1cc(/C=N/Nc2ncnc(N)c2[N+](=O)[O-])c(C)n1-c1ccccc1	0.5	-4	3	1	-16	7	i	1	11	3
Cc1ccc(C(C(=O)NCC2CCCO2)N(Cc2ccccc2F)C(=O)Cn2nnc(-c3cccs3)n2)cc1 (centres undefined)	-0.1	2	-1	-4	6	43	-13	0	4	3
O=C(Cn1nnc(-c2ccc(F)cc2)n1)Nc1ccc2c(c1)OCCO2	-1.0	-6	-2	3	3	22	5	2	1	19
Cc1ccc(NC(=O)CN(C)C(=O)COc2cccc3ccc(C)nc23)cc1	0.2	-2	0	.	1	.	-13	2	-8	-2
Cc1cc(=O)n2nc(-c3ccc(C(F)(F)F)cc3)sc2n1	0.3	-4	1	-2	2	2	-2	0	5	3
O=C1C2C3C=CC(C3)C2C(=O)N1c1ccccc1 (centres undefined)	?	-2	-3	4	-1	37	-5	-1	3	-3
O=[N+]([O-])c1ccccc1NC(=S)N/N=C/c1ccc(O)c(O)c1	-1.5	-7	-8	-2	-2	22	.	-26	11	19
Cc1cc(C)c(-c2c(O)c3cccc4c3n(c2=O)CCC4)c(C)c1	0.4	7	-5	-8	2	31	-8	4	19	0
